KKLEB tox = reduces viability of KKLEB cystic fibrosis airway cells; activity change (cytotoxicity), % at 5 µM; hit rate 0.36% among 360,000; KKLEB CF airway cells viability, ATPlite luminescence, overnight; stronger effect = lower value; cells stimulated with P. aeruginosa culture filtrate;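 active means corrected activity change at or below -50% at 5 µM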
NR2E3 ag-1 = activates human NR2E3 receptor; AID 602229; inhibition of corepressor binding, % at 3.98 µM; hit rate 0.35% among 360,000; CHO-S Gal4-NCOR/VP16-NR2E3 two-hybrid, luciferase; Q9Y5X4;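 active means inhibition above the mean of all tested compounds plus 3 SD, cut at about 70% in these data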;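 further: 0% = DMSO with NR2E3 transfected cells and 100% = cells lacking NR2E3 construct; higher means lower luciferase signal from less NR2E3 corepressor binding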
Target sequence (Q9Y5X4 whole entry, looked up, the tested form may be a part): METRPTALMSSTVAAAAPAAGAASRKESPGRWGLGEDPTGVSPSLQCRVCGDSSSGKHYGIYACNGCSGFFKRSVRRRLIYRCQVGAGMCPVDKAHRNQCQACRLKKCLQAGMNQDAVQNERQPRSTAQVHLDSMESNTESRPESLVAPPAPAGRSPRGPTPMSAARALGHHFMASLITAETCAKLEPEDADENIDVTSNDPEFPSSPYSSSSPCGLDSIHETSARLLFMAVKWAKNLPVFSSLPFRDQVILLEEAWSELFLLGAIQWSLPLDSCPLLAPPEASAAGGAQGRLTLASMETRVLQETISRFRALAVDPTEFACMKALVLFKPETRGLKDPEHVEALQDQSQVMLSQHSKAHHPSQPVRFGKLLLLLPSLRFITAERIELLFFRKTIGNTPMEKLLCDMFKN
Shn3 3UTR inh = reduces Shn3 3'UTR luciferase signal in osteoblasts; Clone20 osteoblast Shn3 3'UTR firefly luciferase, 24 h; hit rate 0.52% among 360,000; AID 588674; inhibition, % at 12.5 µM;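 active means mean inhibition of at least 75% with every replicate also reaching 75%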;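 further: 0% = median of neutral control wells and 100% = pilot-screen positive control compound; some compounds past the cut are filed as inactive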
Vif imaging = HIV Vif inhibition; HEK293T cells, Vif self-association by quenched fluorescence, imaging, 24 h; inhibition, % at 7.49 µM; hit rate 0.35% among 340,000; in the data active means inhibition above about 50%, passing the limit was not always enough; further: some results filed as inactive read as strong as hits
HIF-2a inh = blocks HIF-2a reporter activity | inhibition, % at 18.8 µM | 786-0 RCC cells HIF-2a reporter, luciferase luminescence, overnight | AID 624352 | hit rate 0.72% among 360,000;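 active means inhibition of the luminescence signal of 40% or more relative to plate controls, in a single-dose primary screen at 18.75 µM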
TRPM1 prom inh = inhibitors of MITF-driven TRPM1 promoter in melanoma cells | SK-MEL-5 TRPM1 promoter luciferase, 24 h | inhibition, % at 12.5 µM | hit rate 0.83% among 330,000;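 active means mean inhibition across replicates of 60% or more, whatever share of single replicates reaches that level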; further: values of inactives mirror those of a sister screen read the other way
PDI turbidity = PDI (human) enzyme inhibition; P07237; PDI insulin aggregation turbidity, A650, 90 min; inhibition, % at 10 µM; hit rate 0.052% among 350,000;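 active means mean inhibition across replicates of 30% or more, whatever share of single replicates reach that level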;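 further: absorbance from insulin aggregation driven by PDI reduction with DTT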
Target sequence (P07237 whole entry, looked up): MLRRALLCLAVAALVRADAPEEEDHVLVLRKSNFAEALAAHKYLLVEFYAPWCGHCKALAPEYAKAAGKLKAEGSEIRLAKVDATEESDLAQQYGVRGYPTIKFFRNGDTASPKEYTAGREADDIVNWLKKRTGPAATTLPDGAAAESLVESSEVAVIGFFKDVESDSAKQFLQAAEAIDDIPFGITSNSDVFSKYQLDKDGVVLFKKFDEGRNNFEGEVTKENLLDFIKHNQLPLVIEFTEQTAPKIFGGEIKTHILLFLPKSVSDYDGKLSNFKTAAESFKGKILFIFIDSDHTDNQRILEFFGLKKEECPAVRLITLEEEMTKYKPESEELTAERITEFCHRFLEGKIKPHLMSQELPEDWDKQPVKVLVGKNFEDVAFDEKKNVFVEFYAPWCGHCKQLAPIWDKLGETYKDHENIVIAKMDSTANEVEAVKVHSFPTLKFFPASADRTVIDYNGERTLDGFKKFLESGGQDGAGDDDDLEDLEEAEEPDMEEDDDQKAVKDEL
CF NFkB inh = blocks PAF-induced NF-kB reporter in cystic fibrosis cells; KKLEB NF-kB-GFP reporter, GFP fluorescence overnight; inhibition, % at 5 µM; hit rate 0.86% among 360,000; AID 588850;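 active means at least 50% inhibition at 5 µM, scaled per plate between neutral and stimulator controls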;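 further: PAF is a Pseudomonas aeruginosa culture filtrate used as stimulus; plate controls were PAF-stimulated DMSO wells for no effect and unstimulated DMSO wells for full effect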
NR2E3 ag-2 = activates human photoreceptor nuclear receptor NR2E3; Q9Y5X4; GST-NR2E3/biotin-RetCOR TR-FRET, 1536-well; inhibition of corepressor binding, % at 4.78 µM; hit rate 0.12% among 320,000; AID 2300;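 active means percent inhibition above the cutoff of mean plus 3 SD of all tested compounds, set per screening campaign, cut at about 20% in these data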;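 further: 0% = DMSO wells and 100% = biotin wells as full block of FRET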
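Material: NR2E3–RetCOR corepressor complex | Quantity: 1.35 nM GST-tagged NR2E3 final | Schedule: 5 h at 4 °C | Replication: Singlicate compound wells | Reagent: RetCOR corepressor, biotinylated, 7 nM | Controls: Biotin wells as high control, 0.6% DMSO wells as low control | Signal: TR-FRET, Eu(K)-anti-GST donor, streptavidin-D2 acceptor, ex 340, em 617/671 nm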
Peg3 promoter = Peg3 promoter activity inhibition; HeLa PEG-Prom luciferase reporter, luminescence, overnight; hit rate 1.7% among 360,000; inhibition, % at 20 µM; AID 588405;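 active means inhibition of at least 50% at 20 µM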
CaV13 ICDI inh = Primary screen for inhibitors of IQ motif and Ca2+-dependent inactivation inhibitor domain binding in CACNA1D, Förster resonance energy transfer in living cells, …; HEK cells, CFP/YFP FRET ICDI-IQ, plate reader, 10 min; percent FRET-ratio fall versus neutral wells; inhibition, % at 12.3 µM; hit rate 0.098% among 340,000; AID 743397;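 active means mean replicate inhibition of at least 30% and at least 1% of replicates passing that level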;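 further: 0% = median of the neutral control wells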
An asterisk follows results filed as active; / = not tested or not shown.

SMILES	KKLEB tox	NR2E3 ag-1	Shn3 3UTR inh	Vif imaging	HIF-2a inh	TRPM1 prom inh	PDI turbidity	CF NFkB inh	NR2E3 ag-2	Peg3 promoter	CaV13 ICDI inh
CC(Sc1nnc(-c2ccco2)n1C)C(=O)N1C(C)CCCC1C (configuration not stated)	-16	-7	-4	8	13	7	0	-2	1	15	-5
CCOC(=O)c1ccc(NC(=S)Nc2cccc(C)n2)cc1	-2	-48	5	-4	-14	-3	-1	8	2	7	-5
O=C(O)C1=C[C@@H](c2ccc(C(F)(F)F)cc2)C[C@@H](OCCCCO)O1	-15	-21	-7	15	5	2	0	6	4	-11	-6
c1ccc(-c2noc(CCC3CCCC3)n2)cc1	3	8	-63	-3	-149	-98	4	-1	2	-135	1
O=C(CN1CCOCC1)Nc1ncc(Cc2cccc(Cl)c2Cl)s1	-6	-8	-2	6	12	5	-8	-9	4	9	-19
COc1cccc(N=C(N)N=C(N)N)c1	-13	12	-4	0	12	-7	0	-5	0	5	-3
CCNC(=O)N1c2ccc(OC)cc2C(C)=CC1(C)C	10	-4	24	1	5	-2	0	4	-4	3	-6
O=C(NC1CCCC1)C(c1ccco1)N(C(=O)c1csnn1)c1ccccc1 (configuration not stated)	4	-14	-5	24	16	-1	-12	4	-6	-13	-2
CSc1ccc(/C=N/NC(=O)CN2CCN(Cc3ccccc3)CC2)cc1	5	-6	-6	3	-7	3	3	-10	-5	3	-8
O=C(NCc1cccnc1)c1cccc(S(=O)(=O)N2CCCCC2)c1	10	4	16	-1	7	12	-8	-8	1	19	-15
COc1cccc(NC(=S)N(CCCN2CCCC(C)C2)Cc2cccs2)c1 (configuration not stated)	-4	-3	-32	-3	3	-3	0	7	-1	2	-4
CN(C)c1ccc(C2Nc3ccccc3C(=O)N2CCCN2CCOCC2)cc1 (configuration not stated)	-8	2	-4	10	-61	7	4	6	2	-9	-6
Cc1ccccc1-c1nc(CS(=O)(=O)CC(=O)NCCCN2C(C)CCCC2C)c(C)o1 (configuration not stated)	4	4	-2	-3	6	/	/	-6	-3	-5	-6
COc1ccc(NC(=O)c2cc(-c3cc(C)cc(F)c3)n[nH]2)cc1OC	27	18	18	16	-21	/	-1	-12	/	-13	-4
Cc1ccccc1OCc1nc2ccccc2c(=O)n1NC(=O)c1ccco1	2	-14	-29	1	7	1	-15	-3	1	11	-2
Cc1ccc(C(=O)CNc2ccc(Cl)cc2)cc1	-2	-18	-19	0	-130	-54	-1	-27	6	-64	-1
CC1CC1C(=O)N(C)CC(=O)Nc1ccccc1Br (configuration not stated)	6	-2	-7	-6	11	4	8	-2	/	-4	-5
O=C(/C=C/c1ccc(Cl)cc1)NC1CCS(=O)(=O)C1 (configuration not stated)	-1	-7	-7	3	-10	-4	-4	2	-3	2	-4
Nc1c(NCCN2CCOCC2)c2ccccc2oc1=O	8	-12	8	-3	14	6	6	-3	0	-1	/
CCCCn1c(Cc2ccccc2)nnc1SCC(=O)N1CCOCC1	5	-8	6	17	21	6	8	-10	-5	-7	-5

Structural class: the entries above containing a furan ring, fused or not (three)
SMILES	KKLEB tox	NR2E3 ag-1	Shn3 3UTR inh	Vif imaging	HIF-2a inh	TRPM1 prom inh	PDI turbidity	CF NFkB inh	NR2E3 ag-2	Peg3 promoter	CaV13 ICDI inh
CC(Sc1nnc(-c2ccco2)n1C)C(=O)N1C(C)CCCC1C (configuration not stated)	-16	-7	-4	8	13	7	0	-2	1	15	-5
O=C(NC1CCCC1)C(c1ccco1)N(C(=O)c1csnn1)c1ccccc1 (configuration not stated)	4	-14	-5	24	16	-1	-12	4	-6	-13	-2
Cc1ccccc1OCc1nc2ccccc2c(=O)n1NC(=O)c1ccco1	2	-14	-29	1	7	1	-15	-3	1	11	-2

(further entries)
SMILES	KKLEB tox	NR2E3 ag-1	Shn3 3UTR inh	Vif imaging	HIF-2a inh	TRPM1 prom inh	PDI turbidity	CF NFkB inh	NR2E3 ag-2	Peg3 promoter	CaV13 ICDI inh
Cc1ccc(OCC(=O)NNC(=O)c2ccc(NC(=O)C3CC3)cc2)c(C)c1	8	-15	11	3	13	-8	-1	5	3	12	-3
COc1ccccc1/C=C1\SC(=S)N(CCC(=O)NNC(=O)c2ccccc2OC)C1=O	0	-5	14	1	44*	25	-11	-10	5	9	-4
CCOC(=O)CC1C(=O)NCCN1C(=O)c1c(Cl)cccc1Cl (configuration not stated)	0	-27	-18	13	12	1	20	4	4	15	-19
CCOC(=O)c1c(C)[nH]c(C)c1S(=O)(=O)N(C)CC(=O)Nc1cc(C)ccc1OC	9	1	25	-9	1	-3	-5	0	-1	9	-6
CC(OC(=O)CCSc1ccccc1)C(=O)Nc1ccc(S(N)(=O)=O)cc1 (configuration not stated)	6	10	-8	18	-7	10	3	-7	-1	-1	-2
CC(C)N(C(=O)CSc1nc2ccccc2n1Cc1ccccc1)C(C)C	10	5	18	-9	9	0	-4	14	1	13	-8
Cc1ccc(S(=O)(=O)N2CCCCC2C(=O)Nc2ccc(N(C)C)cc2)cc1 (configuration not stated)	-2	-1	15	-5	-4	6	-8	-1	/	1	-6
CCCCOc1ccc(C(=O)NCC(=O)NCc2ccccn2)cc1	5	-9	-14	4	-2	1	-6	2	-1	-4	-13
CCOCCCn1c(=O)c(NC(=O)c2ccc(OCC)cc2)c2n(c1=S)CCCCC2	6	0	1	/	11	2	2	1	3	3	-8
COc1ccc(CCc2ccnc3ccccc23)cc1	-1	-29	-11	-22	-122	13	2	-4	/	-96	-7
CCn1nc(C)c(CN2CCC(C(=O)Nc3cccc(-c4cccc(Cl)c4)c3)CC2)c1C	-25	-13	6	10	12	54	-10	6	0	68*	-15
Cc1cnc(C(=O)NC2CC(C)(C)Cc3c2cnn3-c2ccccc2)cn1 (configuration not stated)	7	-37	5	-1	-3	8	-4	-9	-1	5	-6
CCN1CCCC1CNC(=O)CS(=O)(=O)Cc1nc(-c2ccccc2C)oc1C (configuration not stated)	-5	-3	0	/	-5	1	/	2	2	-10	8
NC(=O)C1(N2CCCCC2)CCN(C(=O)c2cc(COc3c(F)cccc3F)on2)CC1	6	-12	-31	18	15	/	8	-3	/	12	-10
CCCCCCN1C[C@@H](n2cc(C3CC3)nn2)[C@H](O)C[C@@H]1c1ccccc1	9	-20	0	-3	-42	/	-1	-7	/	-12	-7
COc1ccccc1NC(=O)COc1ccc(Br)cc1CO	2	-24	-17	-14	-125	-21	5	-8	-2	-27	-8
Cc1cc(C)cc(NC(=O)Nc2ccccc2N2CCCCC2)c1	-6	4	-31	-1	15	6	15	0	-2	7	-2
CC1CCCN(S(=O)(=O)c2ccc3c(c2)c(=O)nc2ccc(Cl)cn23)C1 (configuration not stated)	-5	-6	4	-6	7	-3	-2	3	2	18	-6
O=c1c2cc(Br)ccc2nc(-c2cccc(C(F)(F)F)c2)n1O	-5	23	-1	-1	30	-1	1	17	1	42	-6
CCOC(=O)c1c(NC(=O)CSC(=S)N(C)C)sc(C)c1C	-5	-6	0	-1	9	-4	-4	-7	3	15	-5

Some of the entries above, reformatted.
> CCn1nc(C)c(CN2CCC(C(=O)Nc3cccc(-c4cccc(Cl)c4)c3)CC2)c1C
  KKLEB tox: -25; NR2E3 ag-1: -13; Shn3 3UTR inh: 6; Vif imaging: 10; HIF-2a inh: 12; TRPM1 prom inh: 54; PDI turbidity: -10; CF NFkB inh: 6; NR2E3 ag-2: 0; Peg3 promoter: 68*; CaV13 ICDI inh: -15
> CC1CCCN(S(=O)(=O)c2ccc3c(c2)c(=O)nc2ccc(Cl)cn23)C1 (configuration not stated)
  KKLEB tox: -5; NR2E3 ag-1: -6; Shn3 3UTR inh: 4; Vif imaging: -6; HIF-2a inh: 7; TRPM1 prom inh: -3; PDI turbidity: -2; CF NFkB inh: 3; NR2E3 ag-2: 2; Peg3 promoter: 18; CaV13 ICDI inh: -6

Whole records, looked up by structure. Order of screens: KKLEB tox, NR2E3 ag-1, Shn3 3UTR inh, Vif imaging, HIF-2a inh, TRPM1 prom inh, PDI turbidity, CF NFkB inh, NR2E3 ag-2, Peg3 promoter, CaV13 ICDI inh
O=c1c2cc(Br)ccc2nc(-c2cccc(C(F)(F)F)c2)n1O as listed: -5, 23, -1, -1, 30, -1, 1, 17, 1, 42, -6
COc1ccccc1NC(=O)COc1ccc(Br)cc1CO as listed: 2, -24, -17, -14, -125, -21, 5, -8, -2, -27, -8

(next part)
SMILES	KKLEB tox	NR2E3 ag-1	Shn3 3UTR inh	Vif imaging	HIF-2a inh	TRPM1 prom inh	PDI turbidity	CF NFkB inh	NR2E3 ag-2	Peg3 promoter	CaV13 ICDI inh
O=S(=O)(/N=C(/Nc1ccccc1)C(F)(F)F)c1ccccc1	0	-34	-4	2	12	-15	1	-2	1	0	-1
Cn1c(=O)oc2cc(S(=O)(=O)NCc3ccco3)ccc21	-1	9	6	8	4	0	/	39	0	11	0
COC(=O)[C@@]12CCCCN1[C@H](c1ccc(-c3ccc(Cl)c(Cl)c3)c(OC)c1)[C@@H]1C(=O)N(C)C(=O)[C@@H]12	-19	9	60	4	10	2	-5	40	/	30	-4
CSc1ccccc1C(=O)NC1CCCN(c2ccc(C(F)(F)F)cn2)C1 (configuration not stated)	2	-20	8	-4	4	-2	-2	11	0	10	-2
O=C(COC(=O)C1CCN(S(=O)(=O)c2ccccc2)CC1)NCCc1ccccc1	-3	5	-17	0	8	10	-4	-10	4	5	-13
COc1ccccc1CN(C)C(=O)c1cccc(S(=O)(=O)N2CCN(Cc3ccccc3)CC2)c1	-6	34	13	/	10	-3	7	24	-1	10	-6
Cc1ccccc1-n1c(=O)/c(=C\c2ccco2)s/c1=C(/C#N)C(=O)Nc1ccccc1	-21	-1	22	2	4	5	8	2	-1	23	-6
O=C(Cc1cccs1)N/N=C/C=C/c1ccco1	-1	-2	-37	-1	-87	-18	-5	-13	0	-86	-5
CS(=O)(=O)c1ccc(-n2nnc3ccccc32)c([N+](=O)[O-])c1	10	-29	9	3	-5	-3	-14	7	0	-3	-2
COc1ccc(C(=O)Nc2nc3c(s2)CCCC3)cc1S(=O)(=O)N1CCCc2ccccc21	10	45	37	-16	-7	9	-5	-23	2	19	-5
COc1ccc(NS(=O)(=O)c2cccc(C(=O)NCC(c3cccs3)N3CCOCC3)c2)cc1 (configuration not stated)	2	-9	8	2	12	-9	-2	6	/	7	-6
Cc1ccc(NC(=O)c2cccc3c2C(=O)N(C2CCCCC2)C3)c(Cl)c1	2	-16	-10	0	9	-2	4	15	-3	11	/

Bioassay records as filed in PubChem BioAssay.

Compounds as they come. Share with any hit: about 3.3%.
